Screening data as filed in PubChem BioAssay.
RGS8-Gao reg = regulators of human RGS8-Galphao interaction; P09471; multiplexed bead flow cytometry, RGS8-Galphao binding; actives lie on both sides; response (percent of control binding), % at 10 µM; 0.34% of 220,000 active; AID 1423; in the data active = response below about 60% or above about 140%; inactive = in between;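 note: Galphao activated as the GDP aluminium fluoride complex binding bead-coupled RGS8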
RGS4-Gao reg = modulates binding of RGS4 to human Galphao. P09471. Multiplexed bead flow cytometry; actives lie on both sides. binding response (% of control), % at 10 µM. 0.33% of 220,000 active. AID 1415; in the data active = binding response below about 49% or above about 150%; inactive = in between;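 note: fluorescent Galphao activated with aluminum fluoride binding bead-coupled RGS4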
Bcl-B Bim block = disrupts Bim peptide binding to human Bcl-B; 0.073% of 190,000 active; Q9HD36; inhibition, % at 10 µM; bead-based flow cytometry;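 note: 0% = tracer peptide without compound and 100% = reference inhibitor peptide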
Target sequence (Q9HD36 whole entry, looked up): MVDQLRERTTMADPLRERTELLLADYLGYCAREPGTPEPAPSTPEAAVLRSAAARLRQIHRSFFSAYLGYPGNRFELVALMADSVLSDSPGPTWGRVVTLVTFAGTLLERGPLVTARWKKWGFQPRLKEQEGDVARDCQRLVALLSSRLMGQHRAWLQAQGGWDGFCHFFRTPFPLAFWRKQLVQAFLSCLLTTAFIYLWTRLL
Bim-Bcl-XL = disrupts Bim peptide binding to human Bcl-XL; Q07817; bead flow cytometry, fluorescence; inhibition, % at 10 µM; 0.04% of 190,000 active; AID 1007
Bim-Bcl-2 = human Bim-Bcl-2 interaction inhibition | P10415 | Bead-based flow cytometry, Bim peptide-Bcl-2 binding | inhibition, % at 10 µM | 0.06% of 190,000 active | AID 950; in the data active = inhibition above about 40%; inconclusive = no clear call, values can overlap the other calls;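 note: 0% = no compound wells with probe peptide and 100% = reference peptide inhibitor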
Target sequence (P10415 whole entry, looked up): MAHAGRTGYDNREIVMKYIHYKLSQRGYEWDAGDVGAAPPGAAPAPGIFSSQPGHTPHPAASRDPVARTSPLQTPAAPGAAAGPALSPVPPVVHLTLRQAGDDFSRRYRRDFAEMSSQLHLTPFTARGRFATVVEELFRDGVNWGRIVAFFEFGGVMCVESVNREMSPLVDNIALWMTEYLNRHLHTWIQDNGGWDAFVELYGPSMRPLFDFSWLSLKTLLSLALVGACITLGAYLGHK
Mcl-1 Bim block = human Bim-Mcl-1 interaction inhibition. Q07820. Bead-based flow cytometry, Bim peptide-Mcl-1 binding. inhibition, % at 10 µM. 0.1% of 190,000 active. AID 1009;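 note: 0% = no compound tracer wells and 100% = peptide blocker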
Target sequence (Q07820 whole entry, looked up): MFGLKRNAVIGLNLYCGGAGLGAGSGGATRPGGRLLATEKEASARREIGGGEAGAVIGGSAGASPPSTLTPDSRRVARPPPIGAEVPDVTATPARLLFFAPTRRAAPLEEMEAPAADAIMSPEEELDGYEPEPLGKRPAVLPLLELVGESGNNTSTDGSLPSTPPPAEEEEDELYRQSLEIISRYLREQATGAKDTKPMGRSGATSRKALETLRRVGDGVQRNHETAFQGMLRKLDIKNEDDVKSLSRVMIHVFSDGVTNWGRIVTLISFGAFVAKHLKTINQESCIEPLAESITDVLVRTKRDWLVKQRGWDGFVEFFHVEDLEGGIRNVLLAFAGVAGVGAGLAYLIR
Bcl-W Bim block = inhibitors of Bim-Bcl-W interaction, human | Q92843 | bead-based flow cytometry, Bim peptide-Bcl-W binding | inhibition, % at 10 µM | 0.02% of 190,000 active | AID 952;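 note: 0% = bound tracer without compound and 100% = peptide blocker; higher means less fluorescent Bim peptide bound to Bcl-W beads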
Target sequence (Q92843 whole entry, looked up): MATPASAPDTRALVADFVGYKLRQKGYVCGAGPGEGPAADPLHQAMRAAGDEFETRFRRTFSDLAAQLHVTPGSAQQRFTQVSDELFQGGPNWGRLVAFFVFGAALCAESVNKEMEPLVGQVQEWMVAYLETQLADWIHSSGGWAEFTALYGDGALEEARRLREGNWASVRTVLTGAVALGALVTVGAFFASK
Mcl1 Bid PPI = Mcl-1/Bid interaction inhibition; TR-FRET Mcl-1/Bid-Dy647 peptide binding, 1536-well; inhibition, % at 21.7 µM; 0.97% of 220,000 active; AID 1021;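 active = compounds that cut the binding signal by more than half at the single screening dose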;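 note: His-tagged Mcl-1 with europium anti-His antibody binding Bid BH3 peptide; 0% = Mcl-1 plus peptide wells and 100% = peptide-only wells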
Mcl1 Noxa PPI = disrupts binding of human Mcl-1 to Noxa peptide | Q07820 | TR-FRET Mcl-1/Noxa peptide binding, 2 h | inhibition, % at 21.7 µM | 1.5% of 220,000 active | AID 1022;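 active = compounds that cut the protein-peptide binding signal by more than 50% relative to plate controls in a single-dose test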;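 note: His-tagged Mcl-1 with rhodamine Noxa BH3 peptide and terbium anti-His antibody; 0% = Mcl-1 plus Noxa peptide wells and 100% = peptide-only wells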
RGS7-Gao = human RGS7-Galphao interaction regulation. Multiplexed bead flow cytometry, RGS7-Galphao binding; actives lie on both sides. binding response (% of control), % at 10 µM. 0.35% of 220,000 active; in the data active = binding response below about 49% or above about 150%; inconclusive = no clear call, values can overlap the other calls; inactive = in between;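 note: fluorescent Galphao held in activated GDP-AlF4 state binding bead-coupled RGS7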
Bfl-1 Bim block = disrupts Bim binding to human Bfl-1 | 0.12% of 190,000 active | Bead-based flow cytometry, Bim-Bfl-1 binding inhibition | AID 1008 | Q16548 | inhibition, % at 10 µM;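 note: 0% = wells without compound plus tracer and 100% = blocker peptide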
Numbers without * were called inactive; u = inconclusive; x = no result given. Cut-off read from the data, not from the text of the source, unless noted: active = inhibition above about 40%.

RGS8-Gao reg,RGS4-Gao reg,Bcl-B Bim block,Bim-Bcl-XL,Bim-Bcl-2,Mcl-1 Bim block,Bcl-W Bim block,Mcl1 Bid PPI,Mcl1 Noxa PPI,RGS7-Gao,Bfl-1 Bim block,Structure
107,105,-6,-5,-5,-1,-5,-45,1,105,-5,COc1ccc([C@@H]2C[C@H]3CN(c4ccccc4)C(=O)[C@]34CCCN24)c(OC)c1OC
99,100,-21,-8,-1,-4,-2,-26,19,101,1,COc1cccc(-n2cn[nH]c2=S)c1
101,99,-10,-7,-5,-4,-10,-24,-12,97,-9,CCS(=O)(=O)c1nc(S(=O)(=O)c2ccc(Cl)cc2)c(NCc2ccco2)s1
103,104,0,0,0,2,1,-19,7,102,-1,CSc1nnc(-c2ccc(O)cc2)n1C
99,98,-11,-7,-5,-2,-2,-8,10,99,-18,CCOC(=O)N1CCN(CCC(=O)Nc2ccc(OC)cc2)CC1
101,101,0,1,0,-2,-2,2,0,99,1,CSc1nc(C)c2c(n1)N(c1cccc(C)c1)CC2
91,97,-4,-3,-5,-4,-2,-15,10,98,0,Cc1nn(CC(=O)Nc2ccccn2)c(C)c1[N+](=O)[O-]
102,100,-8,-7,-8,-1,-3,-7,3,102,-13,Cc1ccc([N+](=O)[O-])cc1N=C(c1ccc([N+](=O)[O-])cc1)N1CCOCC1
68,81,6,-1,-33,0,1,10,36,83,9,COc1ccc(Br)cc1S(=O)(=O)N1CCCC1
98,95,-10,-8,-3,-4,-4,-18,-1,94,-5,Cc1ccc(C2(c3noc(CN4CCOCC4)n3)CCCC2)cc1
99,96,x,x,x,x,x,-135,17,u,x,CC(C)OC(=O)c1cc2c(ccn2-c2ccc(F)cc2)n1CC(=O)N1CCN(C(=O)c2ccco2)CC1
84,96,-9,-1,0,0,-2,-17,-10,88,-11,COC(=O)CN1C2=NCCCN2c2ccccc21
103,106,-1,-2,-3,2,0,4,9,99,0,O=C(Nc1nnc(-c2cccs2)o1)C1CC1
102,101,-6,-6,-4,-3,-2,-10,4,98,-3,COC(=O)c1nn(-c2ccc(C)cc2)c2nnc(Cc3ccccc3)c(=O)n12
100,103,-6,0,-5,3,3,3,12,102,-7,O=c1[nH]n(-c2ccccc2)c(=O)c(Cl)c1Cl
102,101,0,4,0,1,5,9,20,100,-4,CCc1ccc(-c2nc(-c3ccncc3)no2)cc1
86,102,-9,-7,-5,-4,-1,-26,14,100,-13,Cc1ccc(OCCN2CCCCCC2)c(C)c1
102,100,-10,-5,0,-7,-4,-23,12,98,-1,O=C(NC(=S)Nc1ccc(NC(=O)c2cccs2)cc1)c1cc2ccccc2o1
103,103,0,-1,-3,0,-2,-30,-9,101,-7,Cc1c(NC(=O)c2cccs2)c(=O)n(-c2ccccc2)n1C
105,104,-7,0,-4,-2,-3,-14,22,104,-7,c1ccc(Cn2c(NCc3ccncc3)nc3ccccc32)cc1
102,98,x,x,x,x,x,-10,8,u,x,COc1cc(NC(=O)Cn2ccsc2=N)cc(OC)c1
97,94,-5,-3,0,-3,-2,-3,-4,94,-3,Cc1ccnc2nc(C(=O)OCC(=O)NCCc3ccccc3)nn12
101,103,-8,-3,-10,-1,0,-27,-1,103,-12,CCOC(=O)COc1ccc(S(=O)(=O)N2CCN(C(=O)OCC)CC2)cc1
101,100,-2,-4,0,-1,1,-37,18,u,-4,CN(C)c1ccc(C(=O)N2CCCC2)cc1
106,100,-5,-9,-3,-6,-5,-17,-3,97,-1,O=C(O)CCCNS(=O)(=O)c1ccc2c(c1)OCCCO2
98,97,-1,0,-1,-1,-1,-53,13,98,0,Cc1nn(-c2ccccc2)c(Cl)c1/C=C1/C(=N)N2N=C(C(C)C)SC2=NC1=O
105,101,-2,0,-2,2,0,-37,14,108,-6,CN(Cc1cnccn1)Cc1nc(Cc2ccccc2F)no1
99,97,-6,-7,-3,-3,-2,3,25,95,-4,c1ccc(CCn2nnnc2C(c2cccs2)N2CCOCC2)cc1 (centres undefined)
101,103,-9,-5,-8,-2,-1,-8,-2,103,-16,COc1cc(NC(=O)COC(=O)[C@@H]2CCCN2S(=O)(=O)c2ccc(Cl)cc2)cc(OC)c1OC
101,101,-4,-2,-2,1,6,-48,18,99,-11,N#C/C(=C(/O)CN1C(=O)c2ccccc2C1=O)c1nc2ccccc2[nH]1

Other compounds.
RGS8-Gao reg,RGS4-Gao reg,Bcl-B Bim block,Bim-Bcl-XL,Bim-Bcl-2,Mcl-1 Bim block,Bcl-W Bim block,Mcl1 Bid PPI,Mcl1 Noxa PPI,RGS7-Gao,Bfl-1 Bim block,Structure
100,97,-1,1,0,-1,0,-32,-3,99,-2,Cc1ccc(N2CCN(C(=O)N3CCCC3)CC2)cc1Cl
99,95,x,x,x,x,x,-69,1,u,x,O=C(O)Cn1c(COc2ccc(Cl)cc2)nc2ccccc21
96,99,x,x,x,x,x,-65,-38,u,x,S=c1[nH]nc(-c2ccc(Cl)cc2)n1/N=C/C=C/c1ccco1
103,101,-2,-2,-1,-3,0,-17,25,99,0,Cc1ccc(C2(C)NC(=O)N(CC(=O)c3ccc(Cl)s3)C2=O)cc1 (centres undefined)
98,100,-8,-7,-5,-5,-5,0,5,101,-6,COc1ccc(C2=NN(C(=O)c3cccnc3)C(c3ccccc3)C2)cc1 (centres undefined)
110,109,-12,-11,-10,-4,-4,-18,19,107,-14,CC(C)=CCCC1=CCC(/C=N/NC(N)=O)C(C)C1 (centres undefined)
100,102,-3,-2,0,0,-1,-13,25,98,-4,CN1CCN(c2nc(-c3cccnc3)nc3scc(-c4ccccc4)c23)CC1
101,98,-10,-11,-10,-7,-3,-23,8,100,-22,COC(=O)CN(Cc1ccco1)S(=O)(=O)c1ccccc1
89,100,-4,-3,0,-3,-3,-41,6,105,0,COc1ccccc1N1CC(C)C(=O)NC1=S (centres undefined)
104,106,-2,-4,-2,1,1,-10,6,104,-1,C[C@@H](C(=O)O)[C@@H]1C[C@@]1(C)[C@@H](NC(=O)OCc1ccccc1)c1ccccc1
101,101,-7,-15,-2,3,2,-12,-11,105,-9,CCCS(=O)(=O)N1CCCC(C(=O)N2CCC(Cc3ccccc3)CC2)C1 (centres undefined)
102,103,x,x,x,x,x,-24,2,x,x,COc1ccc(C2CC(=O)C=C(NCc3ccccc3)C2)cc1 (centres undefined)
102,100,-3,-2,-4,1,0,-45,5,98,-6,Cc1ccc(S(=O)(=O)NC(=NC(C)C)c2ccccc2)cc1
99,95,-6,-2,-6,0,3,-3,-7,99,-4,O=C1c2ccccc2C(=O)N1C/C=C/CN1C(=O)c2ccccc2C1=O
104,99,-3,0,0,-1,-1,3,-5,97,0,CSc1nc(Cl)c(Cc2ccc(OC(C)C)cc2)c(N2CCOCC2)n1
101,99,-4,-9,-9,0,0,-10,-1,99,-10,CCCN1CCC(N2CCN(c3cccc(C(F)(F)F)c3)CC2)CC1
97,95,-7,-14,-4,-2,4,-21,14,99,-11,COc1cc(C)c(C)cc1S(=O)(=O)N1CCN(Cc2ccccc2)CC1
97,99,-7,-7,-6,-1,-3,2,17,98,-15,N=C1C(c2ccccc2)=C(O)CN1c1cccc(S(=O)(=O)Nc2cccc(C(F)(F)F)c2)c1
104,104,-1,-2,-4,-1,3,-13,22,105,-3,CC(=O)c1ccc(N2CCN(CC(O)COCc3ccco3)CC2)cc1 (centres undefined)
90,86,-15,-4,-13,-7,0,-14,14,109,-15,CCc1nnc(NC(=O)CSc2nnc(Cc3ccccc3)n2Cc2ccccc2)s1
103,96,-3,-2,-4,-3,0,-16,7,97,-6,COc1ccc(OC)c(NC(=O)c2cccc(C)c2[N+](=O)[O-])c1
102,103,0,0,0,0,-2,-7,-4,102,-3,CCOC(=O)CC(=O)NC(CC(=O)OC)c1ccc(Br)cc1 (centres undefined)
100,98,1,0,-1,2,-2,-14,12,101,-2,CCN(C(=O)Cn1c(=O)n(-c2cc(OC)c(OC)c(OC)c2)c(=O)c2ccccc21)c1cccc(C)c1
105,100,-5,-1,-7,2,3,-5,4,104,-9,Cc1cc(=O)[nH]c(N2CCc3ccccc3C2)n1
99,102,-1,-3,1,1,1,-33,0,102,0,Nc1ncnc2nc(SCC(=O)N3CCN(c4ccccc4)CC3)[nH]c12
95,93,x,x,x,x,x,0,55*,u,x,O=[N+]([O-])c1cc(Br)cc(C=Nc2ccc3c(c2)OCO3)c1O
102,100,-4,0,-8,2,1,-3,3,113,-5,N#CC1(c2ccccc2)CCC(=NO)CC1 (centres undefined)
116,110,-3,-5,-1,-3,-3,-5,2,112,-4,O=C(CN(CC1CCCO1)C(=O)CCC(=O)Nc1nccs1)NCc1ccc2c(c1)OCO2 (centres undefined)
101,97,x,x,x,x,x,-58,-6,u,x,CN(c1ccc(C(=O)Nc2ccc3c(c2)OCO3)cc1)S(C)(=O)=O
101,103,-2,-7,1,-3,-6,-1,5,103,-1,O=C1CC(=C(c2ccccc2)c2ccccc2)C(=O)N1CCCCN1CCN(c2ccccc2)CC1

Next section.
RGS8-Gao reg,RGS4-Gao reg,Bcl-B Bim block,Bim-Bcl-XL,Bim-Bcl-2,Mcl-1 Bim block,Bcl-W Bim block,Mcl1 Bid PPI,Mcl1 Noxa PPI,RGS7-Gao,Bfl-1 Bim block,Structure
94,91,-2,-9,-3,-4,-4,-32,0,102,-2,CCOC(=O)c1c(N)sc(C(=O)N(C)C)c1C
93,84,-4,-2,0,-5,-4,-52,-4,96,-6,O=C(NC(=S)NCCc1ccccn1)c1ccccc1
100,104,-5,-4,-5,0,-1,-12,26,99,-4,COc1cc(CNCCNC(=O)c2nonc2N)ccc1OCc1ccc(Cl)cc1
98,92,-8,-7,-6,-1,0,3,56*,93,-9,O=C(CSc1nc2scc(-c3ccco3)c2c(=O)n1-c1ccccc1)NCC1CCCO1 (centres undefined)
103,102,0,0,-2,0,0,-10,0,103,-1,COc1cccc(C(=O)Nc2ccccc2)c1
95,86,x,x,x,x,x,-22,-5,u,x,COc1cc(/C=N/NC(=O)C[n+]2ccccc2)cc(OC)c1OC(C)=O
90,92,1,3,0,5,5,6,7,90,2,CC(C)CN(CC(C)C)c1nnc(NC(=O)Cn2c(=O)oc3ccccc32)s1
102,101,-7,-7,-11,-4,-4,-9,5,100,-17,CCC(=O)Nc1cnc(NC(=O)c2cccc(F)c2)cc1C
108,113,-6,0,9,-4,0,24,3,111,1,CCCCCCCCCCCCCCCC[n+]1cccc(C(=O)N(CC)CC)c1
100,98,0,-2,-4,-3,0,-16,8,96,-5,O=c1c2ccccc2nnn1CCO
99,101,0,0,-3,0,2,-9,12,101,1,Cc1ccc(S(=O)(=O)NCc2ccco2)c(C)c1C
96,103,-9,-8,-1,-8,-3,-26,-12,101,-2,O=C(CCCCn1c(=O)[nH]c2ccccc2c1=O)NCCc1c[nH]c2ccccc12

4 entries from above, sorted by their value in Bfl-1 Bim block, smallest number first.
molecule	Bfl-1 Bim block
CCC(=O)Nc1cnc(NC(=O)c2cccc(F)c2)cc1C	-17
O=C(CSc1nc2scc(-c3ccco3)c2c(=O)n1-c1ccccc1)NCC1CCCO1 (centres undefined)	-9
CCOC(=O)c1c(N)sc(C(=O)N(C)C)c1C	-2
CCCCCCCCCCCCCCCC[n+]1cccc(C(=O)N(CC)CC)c1	1

This is a random part of the collection (roughly 2.7% active in at least one column).
